Assay outcomes: PubChem BioAssay, The Scripps Research Institute Molecular Screening Center
ARFGAP1 inh: rat ARFGAP1 inhibition | Q62848 | Arfgap1-stimulated ARF1 GTP hydrolysis, GDP FP detection | inhibition, % at 16.5 µM | 360,000 tested, 0.26% active;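 active = inhibition above a per-plate limit, mean inhibition of low control wells plus 3 SD, cut at about 25% in these data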;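 also: 0% = DMSO wells with enzyme and 100% = wells lacking Arfgap1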
Target sequence (Q62848 1-136 limits assumed): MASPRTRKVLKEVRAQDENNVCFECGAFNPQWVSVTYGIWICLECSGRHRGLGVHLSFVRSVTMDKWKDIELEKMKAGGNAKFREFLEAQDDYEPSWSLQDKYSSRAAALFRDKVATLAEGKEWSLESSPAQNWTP
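Material: rat Arfgap1 GAP domain (His6, aa 1-136), purified enzyme. Also added: human ARF1(Δ1-17)-GTP substrate. Compound dosing: 16.5 µM single point, 1.26% DMSO. Timing: enzyme reaction 120 min at 25 °C after 20 min preincubation. Signal: GDP detection by fluorescence polarization. Read-out basis: percent inhibition of GAP-stimulated GDP formation, scaled between DMSO and no-Arfgap1 medians.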
Tn6 DDE FP: disrupts Tn6 cyclic peptide binding to fibrin D-Dimer-E complex; P02675; Fibrin DD(E) TRITC-Tn6 fluorescence polarization displacement; inhibition, % at 8.3 µM; 370,000 tested, 0.21% active;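 active = inhibition above a per-campaign cutoff: mean of compounds within control limits plus 3 SD, cut at about 15% in these data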;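 also: 0% = median of all compound wells on the plate and 100% = blocking peptide control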
Target sequence (P02675 whole entry, looked up): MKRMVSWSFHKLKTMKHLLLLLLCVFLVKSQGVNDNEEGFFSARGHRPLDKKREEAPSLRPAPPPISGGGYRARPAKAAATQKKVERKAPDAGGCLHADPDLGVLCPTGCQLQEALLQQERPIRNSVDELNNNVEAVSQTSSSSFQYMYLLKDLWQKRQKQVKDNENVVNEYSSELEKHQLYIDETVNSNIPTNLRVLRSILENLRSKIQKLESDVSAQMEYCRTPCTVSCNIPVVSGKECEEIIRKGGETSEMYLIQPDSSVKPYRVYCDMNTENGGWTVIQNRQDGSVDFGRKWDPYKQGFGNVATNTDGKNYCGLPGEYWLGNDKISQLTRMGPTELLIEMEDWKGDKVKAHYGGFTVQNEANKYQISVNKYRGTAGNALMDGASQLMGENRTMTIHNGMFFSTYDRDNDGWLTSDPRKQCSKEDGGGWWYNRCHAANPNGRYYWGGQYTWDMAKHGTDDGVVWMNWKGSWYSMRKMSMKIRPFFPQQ
DDE Tn7 FP inh: inhibitors of Tn7 peptide binding to human fibrin DD(E). P02675. FP displacement of FITC-Tn7 peptide from fibrin DD(E); 0% = median of compound wells per plate. inhibition, % at 8.3 µM. AID 720508. 370,000 tested, 0.13% active;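 active = inhibition above the mean of compounds falling within the control limits plus 3 SD of them, cut at about 14% in these data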;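 also: 0% = plate median of compound wells and 100% = 10 µM Aha-Tn7 peptide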
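Assay system: human fibrin DD(E). Input: DD(E) 2 µM final. Medium: Tris buffer with calcium and detergent, pH 7.8. Compound dosing: single point at 8.3 µM. Timing: 10 min plus 3 h, room temperature. Technique: fluorescence polarization of the labelled Tn7 tracer. Read-out: percent inhibition. Replicates: singlicate testing.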
PLC-gamma1 inh: inhibitors of human phospholipase C gamma1; purified PLC-gamma1, fluorogenic substrate, fluorescence; 370,000 tested, 0.84% active; inhibition, % at 12.2 µM; AID 720700; P19174; in the data active = inhibition above about 9.5%
PLC-beta3 inh: blocks human PLC-beta3 enzyme activity; 370,000 tested, 0.18% active; inhibition, % at 12.2 µM; Purified PLC-beta3, fluorogenic substrate, fluorescence; AID 720704; in the data active = inhibition above about 11%;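 also: 0% = median of compound wells on plate and 100% = full blocker control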
TDP2 inh: blocks human TDP2 phosphodiesterase activity; inhibition, % at 12.8 µM; recombinant TDP2, T5PNP hydrolysis, p-nitrophenol absorbance 415 nm; O95551; 370,000 tested, 0.34% active;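 active = inhibition above the mean of all tested compounds plus 3 SD, set per campaign, cut at about 25% in these data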;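 also: 0% = DMSO with enzyme and 100% = buffer with substrate but no TDP2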
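Material: recombinant human TDP2; quantity: TDP2 enzyme at 120 nM final; medium: Tris-HCl pH 7.5 with MgCl2; compound: single concentration, 12.8 µM nominal, with 1% DMSO; incubation: 2 h enzyme incubation at 37 °C; signal: epi absorbance; measure: percent inhibition; benchmarks: high control without enzyme, low control DMSO plus TDP2; repeats: singlicate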
ADAM10 inh: ADAM10 inhibition, QFRET primary screen; recombinant ADAM10, EDANS/DABCYL FRET peptide cleavage, 3 h; inhibition, % at 7 µM; 370,000 tested, 0.62% active; AID 720582;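 active = inhibition above a per-campaign cutoff equal to the mean of compounds falling between control-based bounds plus 3 SD, cut at about 20% in these data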;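 also: 0% = DMSO wells while the 100% control is not disclosed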
ASAP1 inh: blocks human ASAP1-stimulated Arf1 GTP hydrolysis | inhibition, % at 16.5 µM | 360,000 tested, 0.19% active | GDP FP detection | Q9ULH1; in the data active = inhibition above about 25%;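 also: 0% = vehicle with enzyme and substrate and 100% = no enzyme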
Target sequence (Q9ULH1 325-724 limits assumed): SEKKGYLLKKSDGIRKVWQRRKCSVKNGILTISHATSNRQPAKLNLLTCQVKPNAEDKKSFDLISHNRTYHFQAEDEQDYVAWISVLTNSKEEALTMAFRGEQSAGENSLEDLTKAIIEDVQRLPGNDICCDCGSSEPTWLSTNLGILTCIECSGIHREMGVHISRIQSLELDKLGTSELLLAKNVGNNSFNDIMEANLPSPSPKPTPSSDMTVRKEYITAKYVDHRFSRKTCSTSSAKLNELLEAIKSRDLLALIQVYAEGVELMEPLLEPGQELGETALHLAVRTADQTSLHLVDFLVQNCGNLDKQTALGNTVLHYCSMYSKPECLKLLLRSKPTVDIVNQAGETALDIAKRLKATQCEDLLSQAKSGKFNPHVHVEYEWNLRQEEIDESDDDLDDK
ADAM17 inh: inhibitors of human ADAM17 | P78536 | recombinant ADAM17, EDANS/DABCYL FRET peptide cleavage | inhibition, % at 6.95 µM | 370,000 tested, 0.83% active | AID 720648;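 active = inhibition above the mean of compounds lying between control limits plus 3 SD, set per campaign, cut at about 8.5% in these data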;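 also: 0% = DMSO-only wells as the low control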
SIAE primary: human SIAE inhibition, primary screen; inhibition, % at 9.66 µM; SIAE FP-Rh probe binding, fluorescence polarization; Q9HAT2; 370,000 tested, 0.69% active;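 active = inhibition above a cutoff: mean of compounds within the control limits plus 3 SD of those, cut at about 17% in these data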;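 also: 0% = plate median of compound wells and 100% = probe without SIAE protein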
* hit, by the source's call; i = inactive; . = not tested or not shown. The order is random (roughly 3.6% active in at least one column).

ARFGAP1 inh	structure	Tn6 DDE FP	DDE Tn7 FP inh	PLC-gamma1 inh	PLC-beta3 inh	TDP2 inh	ADAM10 inh	ASAP1 inh	ADAM17 inh	SIAE primary
8	CCC(Oc1ccccc1)C(=O)Nc1cc(C(F)(F)F)ccc1N1CCOCC1 (stereo not drawn)	-2	4	7	0	-14	9	11	1	8
-8	COc1ccc(-c2cc(C(=O)Oc3ccc([N+](=O)[O-])cc3)c3ccccc3n2)cc1	5	7	i	i	3	i	1	i	0
9	Cc1ccc(S(=O)(=O)N(C)c2ccc(C(=O)Nc3ccc(C)cn3)cc2)cc1	-1	-3	-2	-3	-14	3	14	-2	2
2	COc1ccc(-c2cc3ccccc3c(=O)o2)cc1	-10	-4	i	i	-3	i	1	-479	-17
4	CCOc1ccc(NC(=O)Nc2cccc(C)n2)cc1	2	4	-1	-2	2	-6	3	-3	2
5	CCC(C(=O)NCC1CCCO1)N(C(=O)CNS(=O)(=O)c1ccccc1)c1ccc(F)cc1 (stereo not drawn)	0	1	1	-5	-1	-7	18	-4	-2
5	CCCC(=O)N1CCN(c2ccc(NC(=O)c3ccc([N+](=O)[O-])o3)cc2Cl)CC1	-3	2	2	-6	-9	5	18	-1	-6
7	NC(=O)c1cccc(-c2ccnc3c2CC(C(=O)Nc2ccccc2)O3)c1 (stereo not drawn)	-2	-6	6	6	-7	-2	-1	0	-4
2	COc1ccc(-c2c(C(C)=O)c(C)nc3sc4c(c23)NC(c2ccccc2)NC4=O)cc1 (stereo not drawn)	5	3	-2	-1	3	1	10	4	6
.	CN(CCCOC(=O)c1cc2ccccc2o1)C1CN(Cc2cn(Cc3ccccc3Cl)nn2)S(=O)(=O)C1 (stereo not drawn)	-10	6	0	2	-9	7	.	2	3
-13	CCOc1ccccc1NC(=O)c1ccccc1NS(C)(=O)=O	-5	-4	-19	-14	-1	-9	0	-4	4
19	O=C(Nc1ccc2nc(-c3ccccc3)[nH]c2c1)c1cccs1	1	-5	-29	-32	2	2	-1	0	-5

Continued, overlapping the part above by 2 compounds.
ARFGAP1 inh	structure	Tn6 DDE FP	DDE Tn7 FP inh	PLC-gamma1 inh	PLC-beta3 inh	TDP2 inh	ADAM10 inh	ASAP1 inh	ADAM17 inh	SIAE primary
-13	CCOc1ccccc1NC(=O)c1ccccc1NS(C)(=O)=O	-5	-4	-19	-14	-1	-9	0	-4	4
19	O=C(Nc1ccc2nc(-c3ccccc3)[nH]c2c1)c1cccs1	1	-5	-29	-32	2	2	-1	0	-5
3	CN(Cc1ccccc1)C(=O)CN1C(=O)NC2(CCCC2)C1=O	-6	-4	0	-6	-1	-15	3	-2	1
-1	O=C(NCc1ccc2c(c1)OCO2)c1c[nH]c2ccc(S(=O)(=O)N3CCOCC3)cc2c1=O	1	5	-1	-1	6	-14	1	-7	-9
11	CN(C(=O)c1ccc(NC(=O)Cc2cccc(NC(=O)C3CCN(C(=O)C4CCC4)CC3)c2)cc1)C1CC1	-4	-10	-2	3	-3	0	-7	-2	4
-6	CCOc1cc(N2CCOCC2)c(OCC)cc1NC(=O)c1ccc(S(C)(=O)=O)cc1	-3	1	0	-6	4	4	-8	0	3
-9	Cc1c(NC(=O)OCCNC(=O)COc2ccc(Cl)cc2Cl)sc(=S)n1C	2	5	-101	2	1	0	-7	0	-1
8	CC(C)N1C(=O)CCC1C(=O)NCc1ccc(F)cc1Cl (stereo not drawn)	0	8	2	-4	15	1	-12	-2	4
-4	COc1ccc(C(=O)c2oc3ccccc3c2NC(C)=O)cc1	0	1	-103	-120	9	-20	-2	-4	2
7	COC(=O)Cc1ccc(O)c(N)c1	1	1	-2	-2	1	-1	-4	-3	2
22	CSCCC(NC(=O)c1ccccc1Br)C(=O)NCCCn1nc(C)cc1C (stereo not drawn)	-6	2	0	-7	-7	-7	-4	-5	4
6	C=CCn1c(SCC(=O)N(C)C2CCS(=O)(=O)C2)nnc1-c1ccccc1 (stereo not drawn)	-3	-6	5	-6	-19	-2	-7	4	5
4	CCn1c(C)nnc1SCC(=O)Nc1ccccc1Cl	-2	1	2	-3	5	-9	-4	-6	-6
-2	Cc1ccc(Cc2c(-c3ccccc3)nc3c(Cl)cc(C(F)(F)F)cn23)cc1	3	-9	-10	-10	-1	-6	-9	-3	-8
8	CCc1ccc(NC(=O)N(C2CCC(C)CC2)C2CCN(C(C)=O)CC2)cc1 (stereo not drawn)	7	7	0	-3	5	14	-4	-4	-1
10	O=C(NCc1ccccc1)C12CN(Cc3ccccc3)CC1C(c1cccc([N+](=O)[O-])c1)=NO2 (stereo not drawn)	-1	-9	4	8	-9	10	1	4	-6
-6	CN(C=O)c1cc([N+](=O)[O-])ccc1OCc1ccccc1	4	1	2	1	-2	4	4	-1	-3
-2	CC(=O)N1CCN(c2ccc([N+](=O)[O-])c(NCc3cccnc3)c2)CC1	5	1	5	-1	-12	0	10	0	-4
-3	Cc1onc(-c2ccccc2Cl)c1C(=O)NC(=S)NCCc1ccccc1	-10	-10	3	6	-11	8	-1	4	-3
2	Cc1ccc(S(=O)c2ccc(C)cc2)cc1	-4	9	1	-1	6	-1	-16	-2	-1
-7	CC1(C)Cc2c(sc3nc(SCC(=O)O)nc(N)c23)CO1	-6	-1	-1	-8	4	-16	-1	-6	-1
-1	Cc1ccc(CNC(=O)C2CCN(c3nc(C)cc(C)n3)CC2)cc1	2	-3	-2	-8	-4	4	3	-2	-3
5	O=C(Nc1nc2ccccc2s1)c1ccc(N2CCCCC2)c([N+](=O)[O-])c1	-11	0	3	6	7	10	9	1	-34
-15	N#Cc1ccc(C(=O)N2CCC3CC2c2cc(-c4ccc(F)cc4)ccc23)cc1 (stereo not drawn)	-3	1	1	-1	-6	-2	1	0	-4
1	COCCNC(=O)C1(C)CCN(Cc2ccc3ccccc3c2Br)C1 (stereo not drawn)	-2	-4	4	-2	1	0	8	1	-2
3	Cc1cc2c(nn1)CCC/C2=N\O	7	5	0	-1	7	1	4	-5	2

Looked up one by one from the list above (2):
ARFGAP1 inh	structure	Tn6 DDE FP	DDE Tn7 FP inh	PLC-gamma1 inh	PLC-beta3 inh	TDP2 inh	ADAM10 inh	ASAP1 inh	ADAM17 inh	SIAE primary
7	NC(=O)c1cccc(-c2ccnc3c2CC(C(=O)Nc2ccccc2)O3)c1 (stereo not drawn)	-2	-6	6	6	-7	-2	-1	0	-4
6	C=CCn1c(SCC(=O)N(C)C2CCS(=O)(=O)C2)nnc1-c1ccccc1 (stereo not drawn)	-3	-6	5	-6	-19	-2	-7	4	5

Next part
ARFGAP1 inh	structure	Tn6 DDE FP	DDE Tn7 FP inh	PLC-gamma1 inh	PLC-beta3 inh	TDP2 inh	ADAM10 inh	ASAP1 inh	ADAM17 inh	SIAE primary
-4	CCOc1ccc(CCNC(=O)c2ccc3c(=O)n4c(nc3c2)CCCCC4)cc1	0	1	1	-1	6	-2	0	1	-5
5	O=C1c2ccccc2C(O)(Cc2ccccc2)N1CCCN1CCOCC1 (stereo not drawn)	5	6	1	-57	-3	-6	-11	-6	7
-4	C=CCCC(=O)N1C[C@H]2CON(C)[C@H]2C[C@H]1c1cccc(Br)c1	4	6	2	2	0	-2	0	-1	-1
4	Cc1nn(-c2ccccc2)c(=O)c2ccccc12	8	9	0	-4	-2	0	-7	-5	11
9	Nc1ncnc(N2CCOCC2)c1N	-5	-2	-2	-1	3	0	5	-3	11
0	O=C(NCc1cccs1)c1ccccc1	0	-3	-4	6	-6	3	7	-1	1
3	CCC(=O)OC1(C)C(=O)C=C2C=C(CCCC(=O)OC)OC=C2C1=O (stereo not drawn)	7	2	-54	-85	10	-12	2	-8	8
0	CC(C)n1ncc2c(C(=O)N3CCN(Cc4ccc(Cl)s4)CC3)cc(C3CC3)nc21	4	0	-1	-8	6	2	-4	1	4
9	O=C(NCN1CCCCC1)c1cnccn1	-1	7	5	4	-3	-5	-5	-3	-2
8	COc1ccc(CC(N)c2csc(NC(=O)Nc3ccccc3C(C)C)n2)cc1 (stereo not drawn)	1	1	1	7	-5	-3	-3	-2	-6
0	CCN(c1ccccc1)S(=O)(=O)c1ccc(C(=O)N2CC(C)CC(C)C2)cc1 (stereo not drawn)	3	2	3	-5	9	-6	-7	-2	2
-4	O=C(CCN1CCCC1)c1cccs1	4	-5	3	-4	14	6	1	-2	0
-2	COCC(=O)O[C@]1(CCN(C)CCCc2nc3ccccc3[nH]2)CCc2cc(F)ccc2[C@@H]1C(C)C	-6	2	7	3	2	4	-5	1	-2
-2	CC(C)(C)OC(=O)N1CCC(c2c(C(=O)N3CCN(C4CCCCC4)CC3)cnn2-c2ccccc2)CC1	3	8	1	-8	4	0	0	-6	-3
3	COc1cccc(CNC(=O)[C@H]2CCCN2C(=O)[C@H]2CCCN2C(=O)c2c(F)cccc2F)c1	-3	1	-3	3	4	-11	0	-5	2
0	COc1ccc(C)cc1-n1nnnc1SCC(=O)NC(=O)NCc1ccco1	1	-5	0	-1	1	14	-8	-1	-9
1	Cc1cccc(OCC(=O)Nc2ccc3c(C)cc(=O)oc3c2)c1	-4	-2	-4	-6	-11	-92	10	-24	0
-1	CCOc1ccc(N(CC(=O)NCc2ccc(OC)cc2)C(=O)CCC(=O)Nc2nccs2)cc1	0	8	0	-6	8	-2	-2	-3	-4
0	CC(C)C(=O)Nc1nnc(SCC(=O)N2c3ccccc3CC2C)s1 (stereo not drawn)	2	8	1	2	-20	8	2	2	-2
-5	Cc1cccc(N(C(=O)CNC(=O)c2ccco2)C(C(=O)NC2CCCC2)c2ccncc2)c1C (stereo not drawn)	7	4	0	-8	12	-1	-17	-2	-7
2	Nc1nc(CSc2nnc(-c3cccc(F)c3)n2-c2ccccc2)nc(N2CCOCC2)n1	6	1	-2	-5	2	-4	-7	-2	0
13	CN1C(=S)SC(N2OC3C(=O)N(c4ccccc4)C(=O)C3C2c2ccc(Cl)cc2)C1(C)C (stereo not drawn)	1	-2	3	5	-2	6	-6	0	7
.	COCO[C@@H]1CC(CO)=C[C@H]2OCO[C@H]21	-3	3	0	1	9	0	.	-2	1
5	Cc1ccc(C(=O)N/C(=C\c2cn(S(=O)(=O)N(C)C)c3ccccc23)C(=O)NCCN2CCOCC2)cc1	2	1	1	-12	8	5	-17	-1	-3
-13	O=C(CN1CC(=O)Oc2ccccc21)OCC(=O)c1ccccc1	-1	7	3	5	2	-3	-3	-1	2
4	O=C(/C=C/c1cccc([N+](=O)[O-])c1)Nc1ccccn1	-8	-2	-2	-8	-9	-1	12	-7	-5
2	CCCc1cc(=O)[nH]c(SCC(=O)N(C)C2CCCCC2)n1	3	-1	0	-4	-8	-9	13	-1	3
